Screens: PubChem, National Center for Advancing Translational Sciences (NCATS)
FBPA coupling cs: qHTS Assay for Inhibitors of Fructose-1,6-bisphosphate Aldolase from Giardia Lamblia: Coupling assay counterscreen; coupling enzyme system counterscreen, AmpLite Red fluorescence; 0.67% of 290,000 active; activity change, negative = inhibition, % at 58.2 µM, hits read low; in the data active = activity change below about -30%; also: % is scaled to controls: 0 for no effect and ±100 for the full control effect
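Final compound at 57.5 uM, incubated 10 min at RT with coupling enzyme reagent (glyceraldehyde-3-phosphate), then 20 min with substrate and AmpLite Red detection. Fluorescence read at 525/598 nm; tests interference with the coupling assay, not aldolase inhibition.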
RORgamma inh: qHTS for inhibitors of ROR gamma transcriptional activity; 5.4% of 310,000 active; Drosophila S2 Gal4-RORgamma UAS-luciferase reporter, 20 h; Nuclear receptor ROR-gamma (Mus musculus), P51450; Potency, µM (top dose mostly 53.6 µM), for inactives: at the top dose activity change, negative = inhibition, hits mostly inhibitors; also: potency is read from the fitted curve at half-maximal effect; % is scaled to controls: 0 for no effect and ±100 for the full control effect; nearly all actives have a fitted effect of over 60% in size
Target sequence (P51450 whole entry, looked up, the tested form may be a part): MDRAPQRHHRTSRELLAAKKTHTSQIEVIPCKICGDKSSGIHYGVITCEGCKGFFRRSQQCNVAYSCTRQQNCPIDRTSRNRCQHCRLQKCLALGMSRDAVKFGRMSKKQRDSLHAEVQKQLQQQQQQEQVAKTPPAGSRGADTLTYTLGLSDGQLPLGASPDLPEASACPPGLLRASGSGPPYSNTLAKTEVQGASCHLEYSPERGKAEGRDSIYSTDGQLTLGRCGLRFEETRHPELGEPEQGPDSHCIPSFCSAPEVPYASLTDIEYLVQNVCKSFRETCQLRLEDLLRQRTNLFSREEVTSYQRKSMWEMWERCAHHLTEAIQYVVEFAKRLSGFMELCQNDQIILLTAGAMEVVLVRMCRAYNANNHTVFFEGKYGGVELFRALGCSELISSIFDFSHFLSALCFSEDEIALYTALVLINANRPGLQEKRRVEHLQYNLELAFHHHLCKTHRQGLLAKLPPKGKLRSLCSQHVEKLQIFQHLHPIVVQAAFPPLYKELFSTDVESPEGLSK
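Luminescence from a UAS-regulated Photinus luciferase reporter in stably transfected Drosophila Schneider cells is measured; decreased signal marks ROR gamma inhibition. Fusion expression is induced by 700 uM copper sulfate for 20 hr.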
Tb PFK block: qHTS Assay to Find Inhibitors of T. brucei phosphofructokinase. Potency, µM (series often up to 57.5 µM), inactives show at the highest dose activity, negative = inhibition, usual class: inhibitors. ATP-dependent 6-phosphofructokinase (Trypanosoma brucei brucei), O15648. AID 485367, 2010. 0.17% of 330,000 active. T. brucei PFK, ADP-Glo luminescence;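 also: potency is read from the fitted curve at half-maximal effect; 0% = uninhibited 1x PFK enzyme wells and -100% = no-enzyme wells; nearly all actives have a fitted effect of over 60% in size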
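Compounds were pin-transferred as a titration series up to 57 uM into substrate buffer (0.5 mM F6P, 0.1 mM ATP, pH 8.0), then 1.25 nM PFK was added and reactions ran 45 min before ADP-Glo detection.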
Rab9 prom act: qHTS Assay for Rab9 Promoter Activators; Huh7 Rab9 promoter-luciferase reporter, luminescence, 24 h; Potency, µM (doses to about 9.22 µM), inactives show top-dose activation, negative = inhibition, most hits filed as activators; 2.8% of 320,000 active; AID 485297, 2010; also: potency is read from the fitted curve at half-maximal effect; % of control where 0% means no effect; nearly all actives have a fitted effect of over 60% in size
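Huh7 reporter line, Rab9 promoter upstream of luciferase. Compound exposure 24 h at 37 °C in reduced-serum medium with 10% FBS. Read-out: luminescence.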
VP16 counter: VP16 counterscreen qHTS for inhibitors of ROR gamma transcriptional activity; Potency, µM (top dose mostly 53.6 µM), without a hit: at the highest dose activity, negative = inhibition, most hits filed as inhibitors; 3.5% of 310,000 active; Drosophila S2 Gal4-VP16 UAS-luciferase, luminescence, 20 h;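 also: Gal4-VP16 expression switched on by copper sulfate through the metallothionein promoter; potency is read from the fitted curve at half-maximal effect; % is scaled to controls: 0 for no effect and ±100 for the full control effect; nearly all actives have a fitted effect of over 50% in size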
KCNH2 3.1 block: qHTS for Inhibitors of KCHN2 3.1: Mutant qHTS; Potassium voltage-gated channel subfamily H member 2, brain isoform KCNH2 3.1 (human); U2OS KCNH2 3.1, thallium flux FluxOr; active compounds read low; activity change, % (tested at about 1.8 µM); 0.95% of 340,000 active;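 active = maximum activity change below -70%; inconclusive = maximum activity change from -70% to -50%; inactive = maximum activity change above -50%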;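 also: thallium influx rate constant from kinetic fluorescence after stimulation buffer; % is scaled to controls: 0 for no effect and ±100 for the full control effect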
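Steps: virus added to U2OS suspension (4 h, RT, dark); medium with 10% FBS added, cells plated, 37 C overnight; FluxOr/Red40 loading buffer 45 min RT; stimulation buffer, 2 min kinetic read; rate constant normalized.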
ELG1 genotox: qHTS screen for small molecules that induce genotoxicity in human embryonic kidney (HEK293T) cells expressing luciferase-tagged ELG1; Potency, µM (highest dose often 46 µM), for inactives: top-dose activity change, positive = activation, actives largely listed as activators; 1.3% of 330,000 active; AID 504466, 2011; HEK293T ELG1-luciferase reporter, luminescence, 16 h; also: potency is read from the fitted curve at half-maximal effect; % of control where 0% means no effect; nearly all actives have a fitted effect of over 60% in size
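DMSO vehicle served as control against compound-treated ELG1-luciferase HEK293T cells; exposure lasted 16 hr at 37 °C and 5% CO2, followed by ONE-Glo luminescence detection after 30 min.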
FLuc counter: qHTS profiling assay for firefly luciferase inhibitor/activator using purifed enzyme and Km concentrations of substrates (counterscreen for miR-21 project) | AID 588342, 2011 | Luciferin 4-monooxygenase (Photinus pyralis), P08659 | 6.9% of 360,000 active | purified FLuc, Km substrates, luminescence inhibition | Potency, µM (titrated, usually from 57.5 µM), for inactives: top-dose activity change, negative = inhibition, usual class: inhibitors;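 also: potency is read from the fitted curve at half-maximal effect; plate controls were vehicle for no effect and reference inhibitor for full effect; nearly all actives have a fitted effect of over 55% in size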
Target sequence (P08659 whole entry, looked up): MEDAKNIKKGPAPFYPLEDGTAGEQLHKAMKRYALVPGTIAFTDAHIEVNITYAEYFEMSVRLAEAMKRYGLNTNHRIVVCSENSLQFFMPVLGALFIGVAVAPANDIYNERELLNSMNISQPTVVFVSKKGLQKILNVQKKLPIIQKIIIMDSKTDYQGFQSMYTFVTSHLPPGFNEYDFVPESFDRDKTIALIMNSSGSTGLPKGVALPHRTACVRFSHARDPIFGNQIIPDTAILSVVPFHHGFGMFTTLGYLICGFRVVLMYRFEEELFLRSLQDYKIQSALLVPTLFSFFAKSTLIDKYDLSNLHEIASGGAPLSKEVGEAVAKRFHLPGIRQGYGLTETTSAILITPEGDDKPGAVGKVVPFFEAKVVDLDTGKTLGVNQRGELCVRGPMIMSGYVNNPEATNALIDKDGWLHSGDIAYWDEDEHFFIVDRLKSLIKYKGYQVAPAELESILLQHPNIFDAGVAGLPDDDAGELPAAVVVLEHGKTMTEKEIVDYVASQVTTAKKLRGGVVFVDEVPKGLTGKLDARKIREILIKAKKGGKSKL
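Purified P. pyralis luciferase, 10 nM final, with Km-level 10 uM D-luciferin and 10 uM ATP in 50 mM Tris acetate pH 7.5, 10 mM Mg acetate, 0.01% Tween-20, 0.05% BSA; 6-point qHTS titration about 60 µM downward; luminescence read.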
uPA generation: qHTS for Inhibitors of Cell Surface uPA Generation. cell surface uPA generation assay, qHTS. Potency, µM (top dose mostly 38.3 µM), without a hit: top-dose activity change, negative = inhibition, usual class: inhibitors. 0.31% of 330,000 active; active = well fitted inhibition curve with a large enough effect; inconclusive = small, poorly fitted or top-dose-only effect; inactive = no such curve, though single readings can be large or run the other way; tested in mouse RAW 264.7 cells; also: potency is read from the fitted curve at half-maximal effect; % is scaled to controls: 0 for no effect and ±100 for the full control effect; nearly all actives have a fitted effect of over 55% in size
NPC1 prom act: qHTS Assay for NPC1 Promoter Activators | Huh7 NPC1 promoter luciferase reporter, 24 h | Potency, µM (series often up to 9.22 µM), without a hit: at the top dose activation, usual class: activators | 2.4% of 320,000 active;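 also: potency is read from the fitted curve at half-maximal effect; % of control where 0% means no effect; nearly all actives have a fitted effect of over 60% in size; reporter is driven by a mutant NPC1 promoter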
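Stable NPC1-promoter luciferase Huh7 line; cpd (DMSO) 24 h, 37 °C, 5% CO2; Amplite luciferase reagent 10 min RT; luminescence readout. qHTS format.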
Giardia killer: Small Molecules that selectively kill Giardia lamblia: qHTS; Giardia lamblia trophozoite viability; activity change, % at 7.66 µM, hits read low; 0.15% of 340,000 active; AID 540267, 2011; in the data active = activity change below about -80%; inconclusive = between about -30% and that limit;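 also: parasites exposed to compound for two days anaerobically before the ATP read; % is scaled to controls: 0 for no effect and ±100 for the full control effect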
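Luminescent ATP signal served as the viability read-out, measured 15-30 min after adding ATP detection reagent to trophozoites that had been incubated with compounds for 48 hrs at 37 deg C anaerobically at 100 cells/well.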
Active calls of the source: *; ? = inconclusive; / = not tested or not shown; [ ] = another dose, or the depositor's remark. Unless noted, calls follow the shape of the dose curve; as a rule, active = well fitted curve in the direction sought with a large enough effect; inconclusive = small, poorly fitted or top-dose-only effect, or another doubt; inactive = no such curve, though single readings can be large; an effect the other way counts as inactive or inconclusive.

SMILES	FBPA coupling cs	RORgamma inh	Tb PFK block	Rab9 prom act	VP16 counter	KCNH2 3.1 block	ELG1 genotox	FLuc counter	uPA generation	NPC1 prom act	Giardia killer
COc1ccccc1CC(=O)c1ccc(OCc2ccccc2)cc1	/	/	-0.9%	20.8%	/	-27.6	6.6%	?	-1.0%	5.0%	-16.8
Cc1ccc(C)c(C(=O)N2CCC(n3nccc3NC(=O)C3CC3)CC2)c1	/	4.1%	0.6%	7.2%	2.4%	16.3	2.9%	-2.1%	-0.2%	8.6%	-7.3
COc1c(Cl)cc(Cl)cc1C(=O)Nc1ccc(C(=O)O)cc1	13.8	-11.4%	-7.1%	-0.4%	1.4%	-1.0	-0.4%	3.7%	1.7%	-1.7%	13.6
COc1ccc(C(CC(=O)N2CCCC(C)C2)c2c(OC)cc(OC)c3c(-c4ccccc4)cc(=O)oc23)cc1 (centres undefined)	2.6	-0.4%	-19.4%	-5.6%	-4.5%	-0.5	-9.8%	0.6%	?	-7.1%	-24.3
CCN(C[C@H]1N[C@@](C)(C(=O)OC)[C@H]2C(=O)N(Cc3ccccc3)C(=O)[C@@H]12)C(=O)NC(C)C	/	/	-3.6%	/	/	-8.3	1.1%	/	7.2%	/	40.2[activator]
C=CCn1cc(C(=O)N2CCN(CC)CC2)c(=O)c2cc(S(=O)(=O)N(CC)CC)ccc21	0.3	-3.2%	0.0%	-2.6%[1.84 µM]	-5.4%	-15.8	2.9%	-2.3%	-4.6%	-3.9%	6.9
Cc1ccnc(NC(=O)c2ccc(S(=O)(=O)N3CCCC3)cc2)c1	/	/	-0.3%	18.1%	/	4.6	?	-17.6%	-5.5%	20.7%	12.7
CSCC(=O)Nc1ccc(F)c(Cl)c1	4.3	2.3%	-19.1%	-5.8%	-5.5%	-2.3	-1.9%	4.7%	1.8%	4.2%	7.4
CCC(C)(C)NC(=O)C1CCN(S(=O)(=O)c2cccs2)CC1	4.2	12.0%	-12.5%	3.9%	0.4%	-20.9	1.2%	3.2%	-3.2%	-0.5%	-0.7
CCO[C@H]1OC(C(=O)N2CCCCCCC2)=C[C@@H](C2CCCCC2)[C@@H]1CCCO	3.9	20.3%	-5.4%	-4.3%	-11.4%	2.8	0.3%	-1.6%	25.9%	1.8%	-16.7
CCc1nc(SCC(=O)Nc2ccc(N(C)C)cc2)c2ccccc2n1	2.5	0.2%	1.5%	-0.2%	-14.4%	-0.6	-4.6%	-1.6%	?	-0.5%	-1.3
CC(Sc1n[nH]c(=O)[nH]c1=O)C(=O)OCc1ccccc1 (centres undefined)	2.6	5.2%	/	/	-6.6%	0.3	/	-2.8%	3.2%	/	-0.4
O=C(Nc1ccc2c(c1)N(S(=O)(=O)c1cccs1)CCC2)c1c(F)cccc1F	/	/	3.6%	-4.5%	/	-12.4	4.1%	0.5%	?	-0.7%	-5.8
Cc1cccc(C)c1NC(=O)NC1(C(=O)NCCN2CCOCC2)CCCCC1	1.5	-0.8%	2.4%	1.1%	-6.8%	0.7	4.2%	-3.1%	4.4%	-4.6%	4.6
COc1cccc(N2CCN(C(=S)Nc3ccccc3OC)CC2)c1	2.1	-15.1%	-5.2%	-1.2%	5.8%	1.9	-0.2%	-14.9%	-1.2%	-2.5%	-8.0
Cc1ccc(C)c(N(C(=O)c2nsc(Cl)c2Cl)C(C(=O)NC2CCCC2)c2ccc(O)cc2)c1 (centres undefined)	-1.4	9.8%	2.0%	-3.3%	-10.2%	1.4	-7.7%	2.6%	6.9%	1.0%	-1.6
O=S(=O)(c1ccc(OCC(O)CNCc2ccco2)c(Cl)c1)N1CCOCC1 (centres undefined)	5.5	-12.5%	4.3%	2.2%	-20.5%	13.9	1.5%	2.0%	-1.2%	-2.7%	19.3
O=[N+]([O-])c1cc(C(F)(F)F)ccc1N1CCCC(O)C1 (centres undefined)	2.3	53.7%	-0.9%	0.7%	-1.8%	-0.1	4.1%	-9.1%	-4.3%	-0.3%	0.3
Cn1c(-c2csc(-c3ccccc3)n2)n[nH]c1=S	4.5	6.7%	-1.6%	19.2%	-5.1%	/	3.9%	-17.5%	-3.7%	4.9%	-22.5
Cn1c(=O)c2c(nc(OCc3cccnc3)n2Cc2c(F)cccc2Cl)n(C)c1=O	0.8	-31.7%	-14.4%	-2.8%	4.4%	0.7	5.9%	3.3%	1.2%	-6.3%	5.9
CC(C)OC(=O)/C(=C/c1ccco1)c1ccccc1	-2.3	?	-12.7%	-4.6%	-2.8%	-6.9	8.2%	0.6%	1.2%	4.1%	16.8
Cc1ccc(SCC(=O)c2cc(C)c(O)c(C)c2)cc1	-1.9	-5.7%	-9.2%	15.4%	0.2%	1.7	13.5%	?	15.8%	12.7%	-26.2
C/C=C\C=C\C(=O)N1CC2(CC(c3cccc(NC(=O)CC(c4ccccc4)c4ccccc4)c3)=NO2)C[C@H]1C(N)=O (some centres undefined)	1.4	20.8%	-15.5%	-8.4%	-20.2%	11.9	-6.6%	-19.8%	0.9%	-4.8%	27.6
O=C(NC(c1ccc(Cl)cc1)c1cc(Cl)c2cccnc2c1O)c1cccnc1 (centres undefined)	-1.0	0.708µM*	-2.9%	-29.6%	0.708µM*	4.2	?	0.6%	0.3%	-23.7%	-23.1
Cc1ccnc(NS(=O)(=O)c2ccc(NS(=O)(=O)Cc3ccccc3)cc2)n1	5.0	?	3.3%	9.7%	-3.1%	6.8	0.8%	0.5%	-2.8%	4.6%	-1.5
CCOC(=O)N1CCN(C(=O)C(NC(=O)c2ccc(C(C)(C)C)cc2)C(C)C)CC1 (centres undefined)	/	/	-4.0%	-1.2%	/	11.6	-0.9%	2.8%	0.9%	-9.3%	1.2
COc1ccccc1CNS(=O)(=O)c1cc(-c2cc(C)no2)ccc1C(C)C	/	10.7%	-5.1%	2.0%	-1.3%	-16.8	-4.2%	2.8%	2.4%	-5.7%	-12.9
CCOC(=O)N1CCC(NC(=O)CC2C(=O)NCCN2Cc2ccccc2F)CC1 (centres undefined)	/	3.3%	-4.6%	-1.9%	-8.8%	5.6	2.0%	3.9%	2.2%	-5.3%	20.3
O=C(c1ccc(CS(=O)(=O)c2ccc(Br)cc2)o1)N1CCCCCC1	5.1	?	5.3%	0.5%	?	3.8	-11.1%	3.4%	-9.1%	1.3%	-19.3
O=C(CSCSCC(=O)Nc1ccc2c(c1)OCO2)Nc1ccc2c(c1)OCO2	0.1	?	-8.0%	-3.5%	1.9%	8.8	-2.5%	16.9µM*	-15.7%	-0.7%	-1.4
O=C1C2(CCCC13COC(c1ccc(O)cc1)OC3)COC(c1ccc(O)cc1)OC2 (centres undefined)	-2.4	7.3%	-8.2%	-2.9%	-3.1%	5.8	-2.3%	-2.7%	3.7%	7.7%	-9.4
O=C(Nc1cc(Cl)ccc1F)c1ccc(-n2cncn2)c([N+](=O)[O-])c1	/	/	-11.8%	-2.4%	/	-11.1	0.0%	-1.8%	1.2%	0.4%	47.5[activator]
OCC[C@H]1C[C@H](O)[C@@H](O)[C@]2(CCc3ccccc3O2)O1	/	/	0.0%	0.4%	/	2.4	-0.5%	-3.1%	6.3%	-3.5%	16.0
Cc1csc2ncc(C(=O)NCc3ccccc3Cl)c(=O)n12	3.8	17.8%	2.3%	0.1%	3.4%	-9.4	-0.5%	0.2%	2.8%	-4.5%	-6.5
CCCS(=O)(=O)C/C(N)=N/OC(=O)c1ccccc1Cl	-0.2	25.2%	0.2%	5.8%	17.1%	13.0	7.1%	-7.3%	-1.2%	16.5%	15.9
CCOC(=O)c1c(CSc2ccsc2)n(C)c2cc(Br)c(O)c(CN(C)C)c12	-2.5	-12.5%	2.1%	-10.3%	-10.2%	1.0	-13.6%	6.5%	10.3%	-1.4%	1.9
C=CCSc1nc(N)c2c3c(sc2n1)CN(C)CC3	0.2	3.2%	-14.5%	14.3%	-3.0%	13.6	6.1%	?	3.0%	2.9%	1.6
CCN(CC)S(=O)(=O)c1ccc(C(=O)OCC(=O)N2CCN(C(=O)c3ccco3)CC2)cc1	4.7	17.6%	0.5%	-1.1%	-2.0%	12.6	-3.2%	0.7%	2.6%	-2.9%	-2.6
